Cycloheximide cs – counter-screen for Shiga toxin inhibitors: cycloheximide protein synthesis inhibition | max response, % | cell reporter, cycloheximide protein synthesis inhibition counterscreen | actives 12% (n = 300,000); in the data active means max response mostly above about 13%, no sharp cut-off; inactive means mostly below about 14%; further: read at 38.3 µM for the half of the compounds with a filed dose; 0% is about no effect
Shiga toxin inh – Shiga toxin inhibition | Vero cells, Shiga toxin protein synthesis inhibition reporter | inhibition, % at 38.7 µM | actives 9.2% (n = 290,000) | AID 2315; in the data active means inhibition mostly above about 28%, no sharp cut-off; inactive means mostly below about 43%; further: 0% is about no effect
TbPYK inhibitor – blocks Trypanosoma brucei pyruvate kinase | AID 624173 | Potency, µM (series often up to 76.8 µM), for inactives: top-dose activity, negative = inhibition, usual class: inhibitors | TbPYK enzyme, Kinase-Glo Plus ATP luminescence, 45 min | Q57TT1 | actives 0.12% (n = 410,000); further: potency means the concentration at half of the fitted maximal effect; on the % scale 0 is the no-effect control and ±100 the full control effect; nearly all actives have a fitted effect of over 50% in size
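Readout: single end-point luminescence (Kinase-Glo Plus, 10 min). Reaction conditions were TbPYK/substrate plus 130 uM ADP, 45 min at RT, pH 7.2 TEA buffer. No-enzyme wells served as controls, and data were normalized before concentration-response fitting.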
LmPK inhibitor – inhibitors of Leishmania mexicana pyruvate kinase. Q27686. purified LmPK, Kinase-Glo ATP luminescence, 1 h. Potency, µM (series often up to 57.5 µM), inactives show top-dose activity change, negative = inhibition, hits mostly inhibitors. actives 0.37% (n = 290,000). AID 1721; further: potency means the concentration at half of the fitted maximal effect; on the % scale 0 is the no-effect control and ±100 the full control effect
Target sequence (Q27686 whole entry, looked up): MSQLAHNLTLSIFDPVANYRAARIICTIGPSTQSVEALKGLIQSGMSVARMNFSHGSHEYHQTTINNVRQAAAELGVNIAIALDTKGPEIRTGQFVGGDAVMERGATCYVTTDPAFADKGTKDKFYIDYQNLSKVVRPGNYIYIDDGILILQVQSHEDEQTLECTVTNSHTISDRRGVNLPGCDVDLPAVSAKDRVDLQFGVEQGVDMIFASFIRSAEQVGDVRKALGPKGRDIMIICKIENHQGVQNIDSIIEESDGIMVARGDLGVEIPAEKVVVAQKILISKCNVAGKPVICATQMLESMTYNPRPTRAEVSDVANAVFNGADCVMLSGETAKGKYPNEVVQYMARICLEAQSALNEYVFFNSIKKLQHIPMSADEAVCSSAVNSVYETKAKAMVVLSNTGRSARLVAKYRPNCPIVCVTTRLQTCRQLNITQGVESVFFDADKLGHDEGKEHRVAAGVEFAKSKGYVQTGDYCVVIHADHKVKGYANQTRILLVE
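qHTS format; LmPK 0.1 nM; substrates PEP 0.5 mM and ADP 0.1 mM. One-hour room-temperature incubation, then coupled luciferase luminescence; 0.5 nM enzyme wells mark activation.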
AMA1 RON2 block – AMA1-RON2 (P. falciparum) interaction inhibition; AlphaScreen AMA1-biotinylated RON2 peptide binding; Potency, µM (top dose mostly 58.2 µM), for inactives: at the top dose activity change, negative = inhibition, actives largely listed as inhibitors; actives 0.2% (n = 360,000); AID 720542;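 further: potency means the concentration at half of the fitted maximal effect; 0% = vehicle wells and -100% = peptide control; nearly all actives have a fitted effect of over 45% in size; some results filed as inactive show a strong effect at the top dose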
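AMA1 (3D7) with his tag at 25 nM final met compounds first, then biotinylated RON2 peptide at 25 nM; detection used donor plus acceptor beads, 10 µg/mL apiece, read by AlphaScreen after 30 min at room temperature.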
Pf growth 48h – P. falciparum growth inhibition at 48 hours (one generation). P. falciparum luciferase growth in erythrocytes, 48 h. Potency, µM (series often up to 28.7 µM), for inactives: at the highest dose activity change, negative = inhibition, most hits filed as inhibitors. actives 5.9% (n = 310,000). AID 504832; further: potency means the concentration at half of the fitted maximal effect; on the % scale 0 is the no-effect control and ±100 the full control effect
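Erythrocytes infected with P. falciparum carrying an integrated firefly luciferase reporter (2% hematocrit, 0.1% parasitemia final) were exposed to compounds in RPMI 1640 with 0.5% Albumax at 37 C, 5% CO2. Growth inhibition was scored as reduced luminescence.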
Pf growth 96h – inhibits malaria parasite growth, 96 h; Potency, µM (highest dose often 28.7 µM), for the others: at the highest dose activity change, negative = inhibition, actives largely listed as inhibitors; P. falciparum luciferase reporter growth, 96 h; AID 504834; actives 6.9% (n = 320,000); further: potency means the concentration at half of the fitted maximal effect; on the % scale 0 is the no-effect control and ±100 the full control effect
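Luminescence readout: decreased luciferase signal marks inhibited growth of reporter-expressing P. falciparum in infected red cells (2% hematocrit, 0.05% parasitemia final), exposed to compound two generations (96 h, 37 C, 5% CO2).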
Numbers without * were called inactive; ? = inconclusive; · = not tested or not shown; & = joins results of further samples; [ ] = another dose, or the depositor's remark. Unless noted, the call rests on the fitted dose curve; in most records, active means well fitted curve in the direction sought with a large enough effect; inconclusive means small, poorly fitted or top-dose-only effect, or another doubt; inactive means no such curve, though single readings can be large; an effect the other way counts as inactive or inconclusive.

Structure,Cycloheximide cs,Shiga toxin inh,TbPYK inhibitor,LmPK inhibitor,AMA1 RON2 block,Pf growth 48h,Pf growth 96h
O=C(CCNC(=O)c1ccc(Cl)cc1)NC1CCCc2ccccc21 (centres undefined),·,·,-8.3%,·,3.4%,?,?
Cc1ccc(C(=O)N2CCN(c3ccccn3)CC2)cc1C,-2.8,-8.8,-5.5%,-5.3%,-3.5%,8.8%,?
CCC(C(=O)Nc1ccccc1OC)n1c(C(=O)OC)cc2ccsc21 (centres undefined),-2.2,3.7,-0.5%,1.2%,48.6%,11.7µM*,?
Cc1ccc(S(=O)(=O)N2CCOCC2)cc1C(=O)Nc1ccc(C(N)=O)cc1,-1.9,10.7,-3.3%,-1.7%,-6.2%,49.2%[activator],16.4%
Cc1nnc2ccc(-c3ccc(NS(C)(=O)=O)cc3)nn12,-6.0,20.8,-0.6%,0.6%,9.2%,10.0%,30.6%[activator]
O=C(COc1ccc(Cl)c2cccnc12)N1CCOCC1,·,·,4.4%,·,3.7%,44.2%[activator],19.5%
CCOc1ccc(S(=O)(=O)N2CCC(C(=O)NCCc3ccc(S(N)(=O)=O)cc3)CC2)cc1,-0.2,-12.6,-0.1%,-0.1%,-0.5%,-6.6%,?
Cc1cc(NC(=O)CSc2nnc(CNC(=O)c3c(F)cccc3F)o2)no1,0.7,-20.1,0.8%,-2.1%,99.9%[activator],13.7%,-19.5%
CCN(CC)c1ccc(NC(=O)CN2CCN(c3ccccc3F)CC2)cc1,1.2,11.8,-24.3%&-0.4%,-0.5%,?,5.4%,31.7%[activator]
N=C1C(c2nc3ccccc3s2)=C(O)CN1NC(=O)c1ccc([N+](=O)[O-])cc1,38.2*,49.3*,6.9%,-0.1%,18.9%,76.7%[activator],35.8%[activator][5.75 µM]
C[C@H](N)c1nnc(SCC(N)=O)o1,1.2,-5.8,-4.8%,-1.6%,72.0%[activator],6.0%,22.7%
CCCCN(CC)S(=O)(=O)c1c(C)[nH]c(=O)[nH]c1=O,0.4,5.3,0.5%,10.4%,-5.8%,-5.6%,72.3%[5.75 µM]
O=C(c1cc(COc2ccc(F)cc2Cl)on1)N(Cc1ccncc1)CC1CCCO1 (centres undefined),-2.1,-5.5,-2.4%,9.2%,-1.2%,?,-27.5%
CCCCn1nnnc1NCc1cccc(OC)c1OC,-2.6,-16.7,-0.2%,-2.3%,-0.7%,18.3%,?
COC(=O)C1(C)NC(c2ccc(C)cc2)C2C(=O)N(c3ccc(F)cc3)C(=O)C21 (centres undefined),1.4,-13.6,3.5%,5.6%,4.9%,8.1%,?
CCn1ncc(C2=NOC(C(=O)NCc3ccc(OC)cc3)C2)c1C (centres undefined),2.2,1.9,-6.2%,1.5%,-0.8%,?,?
O=C(CN1C(=O)NC2(CCCCC2)C1=O)N1CCN(C(=O)c2cccs2)CC1,·,·,4.3%,·,6.3%,3.3%,-11.0%
O=C(Nc1ccc(N2CCOCC2)cc1)Nc1ccc2nsnc2c1,-3.6,-4.0,-1.6%,3.6%,-5.2%,-25.4%,-7.9%
COc1ccc(NC(=O)CSc2nnc(-c3ccccc3)n2N)cc1,-0.3,1.8,-2.0%,0.1%,1.6%,-3.1%,28.5%
COc1ccc(-n2c(C)nn(CC3CC3)c2=O)cc1,6.8,-12.7,-3.8%,-0.3%,9.5%,37.8%,-8.5%
Cc1[nH]c(=O)[nH]c(=O)c1S(=O)(=O)N1CCCC(C(=O)NCc2ccco2)C1 (centres undefined),1.1,-9.8,5.0%,4.2%,-0.5%,·,?
CN(C(=O)CC(=O)Nc1ccc(Cl)c(Cl)c1)c1ccccc1,11.6,23.3,4.6%,3.1%,-6.3%,14.9%,-34.2%
COc1cccc(OCc2cc(C(=O)N3C[C@H]4C[C@@H](C3)c3cccc(=O)n3C4)no2)c1,60.2*,51.8*,-3.8%,0.1%,5.2%,0.0%,?
CC(=O)c1ccc(S(=O)(=O)Nc2ccc(-c3cn4c(n3)SCC4)cc2)cc1,-1.4,-2.2,-13.0%,19.3%,2.1%,21.9%,24.6%
COc1ccccc1N1CCN(Cc2ccccc2)CC1,2.9,·,0.7%,4.9%,?,?,-3.7%
CC(=O)c1c(-c2ccccc2)[nH]c2ccccc12,-1.0,·,3.0%,10.3%,-19.6%,3.0%,?
CCNC(=O)C1CCCN(c2nc(C)cc(C)n2)C1 (centres undefined),-0.9,-10.0,-0.9%,-0.5%,1.6%,11.2%,?
O=C(NCCc1ccc(Cl)cc1)C1CCCO1 (centres undefined),7.7,3.3,-16.7%,-1.3%,-3.8%,32.9%[activator],?
CN(CC(=O)Nc1ccc(N2CCOCC2)cc1)CC(=O)Nc1ccc(C(F)(F)F)cc1,-3.5,-7.3,3.7%,5.5%,1.6%,9.8%,?
COc1ccc(N2CCN(Cc3cc4c(cc3Br)OCCO4)CC2)cc1,-4.2,25.0,-1.1%,2.7%,12.6µM*,0.0%,?

Already shown: an excerpt of the list.
Structure,Cycloheximide cs,Shiga toxin inh,TbPYK inhibitor,LmPK inhibitor,AMA1 RON2 block,Pf growth 48h,Pf growth 96h
CN(CC(=O)Nc1ccc(N2CCOCC2)cc1)CC(=O)Nc1ccc(C(F)(F)F)cc1,-3.5,-7.3,3.7%,5.5%,1.6%,9.8%,?
COc1ccc(N2CCN(Cc3cc4c(cc3Br)OCCO4)CC2)cc1,-4.2,25.0,-1.1%,2.7%,12.6µM*,0.0%,?

Other records follow:
Structure,Cycloheximide cs,Shiga toxin inh,TbPYK inhibitor,LmPK inhibitor,AMA1 RON2 block,Pf growth 48h,Pf growth 96h
COc1ccc(NC(=O)CN(C)S(=O)(=O)c2ccc(Cl)cc2)c([N+](=O)[O-])c1,-4.0,-8.0,-1.2%,1.0%,-1.3%,45.8%[activator],39.8%[activator]
Cn1c(=O)c([N+](=O)[O-])c(NCCc2ccccc2)c2ccccc21,-0.9,-4.2,-3.0%,0.2%,-12.9%,?,-0.6%
O=C(COC(=O)c1ccccc1)NC12CC3CC(CC(C3)C1)C2,·,·,1.0%,·,0.3%[11.6 µM],72.3%[activator],33.5%[activator]
CCOc1ccc(C2=[N+]([O-])C(C)(C)N(O)C2(C)C)cc1,-3.4,17.9,-3.4%,0.0%,-3.4%,11.1%,2.1%
CC(C)CC1(C)NC(=O)N(Cc2cc([N+](=O)[O-])cc3c2OCOC3)C1=O (centres undefined),-3.2,2.6,-2.9%,-4.5%,-8.7%,1.8%,-6.9%
O=C(Nc1ccc(O)c(-c2nc3ccccc3o2)c1)C1(c2ccccc2)CCCC1,4.7,12.9,3.6%,2.3%,82.8%[activator],14.7µM*,29.5%
CC1CCCCN1S(=O)(=O)c1ccc(C(=O)Nc2nnc(-c3ccccn3)o2)cc1 (centres undefined),-3.7,-5.4,-6.1%,4.7%[11.5 µM],83.4%[activator],7.9%,5.9%
O=C(CSc1ccc(-c2ccco2)nn1)NCc1ccccc1,11.9,-0.9,4.4%,-2.0%,16.0%,-11.7%,?
CCCc1cc(C(=O)Nc2ccccc2SC)no1,62.0*,87.6*,1.6%,-12.7%,32.7%[activator],108.6%[activator],?
O=C1CN(C(=O)COC(=O)c2cccc(S(=O)(=O)NCc3ccccc3)c2)c2ccccc2N1,4.3,-4.7,-3.2%,-2.4%,6.4%,·,?
CCOC(=O)c1nc2sc(C)c(C)c2c(=O)[nH]1,-1.0,10.2,1.3%,-9.4%,-19.3%,-19.6%,?
CC(SC1=Nc2ccccc2C2CC=NN12)C(=O)NC1(C#N)CCCCC1 (centres undefined),·,·,-17.6%,·,-1.4%,?,8.28µM*
O=C(Cn1nc(C(F)F)cc1C(F)F)NNC(=S)Nc1ccc(Cl)cc1,-6.7,-7.8,-6.9%,1.1%,63.0%[activator],·,19.5%
CCOC(=O)C1(Cc2ccc(OC)cc2)CCN(C(=O)c2cc(C)on2)CC1,17.5*,17.9,0.0%,-0.1%,-3.2%,-4.9%,61.9%[activator]
Cc1ccc(OCC(=O)N2N=C(c3ccncc3)CC2(O)C(F)(F)F)cc1C (centres undefined),-1.6,3.5,-5.9%,1.8%,22.2%,?,-7.5%
C=CCn1c(SCC(=O)N(C)C2CCS(=O)(=O)C2)nnc1-c1ccncc1 (centres undefined),-4.2,-8.1,-13.8%,-2.5%,6.1%,18.2%,5.7%
C=CCOc1ccc(NC(=O)C(=O)NCCCn2ccnc2)cc1,2.6,-3.7,-0.6%,-9.1%,-2.8%,-0.2%,-3.3%
CC(Sc1ncc(C#N)c(N)n1)C(=O)Nc1ccccc1 (centres undefined),1.1,-2.8,-10.4%,2.6%,16.8%,?,?
Cc1cc(=O)[nH]c(SCC(=O)c2ccc(C)c(C)c2)n1,13.2,62.2,-8.9%,3.7%,-14.8%,34.5%[activator],42.4%[activator]
COc1ccc(C2C(C#N)=C(N)Oc3cc(O)ccc32)cc1OC (centres undefined),1.9,-11.1,-10.6%,1.5%,1.9%,11.7%,?
Cc1cccc(OCC(=O)NCCN2CCOCC2)c1,11.7,29.1,-17.0%,-2.3%,-5.9%,?,-7.0%
CCCc1nc2ccccc2c(C(=O)N(CC)CC(=O)NCc2cccs2)c1CC,·,·,2.0%,·,0.6%,?,?
CCCCc1n[nH]c(=S)n1Cc1ccc(C)cc1,-3.6,-16.8,?,?,80.4%[activator],?,?
C[C@@H]1C[C@H]2[C@@H]3C[C@H](F)C4=CC(=O)C=C[C@]4(C)[C@@]3(F)[C@@H](O)C[C@]2(C)[C@@]1(O)C(=O)CO,-0.7,1.8,1.7%,1.9%,-5.4%,-9.0%,-3.6%
CCC(c1nnc(SCC(=O)Nc2cccc(S(N)(=O)=O)c2)n1-c1ccc(OC)cc1)N(C)C (centres undefined),-6.2,-6.0,0.0%,5.5%,5.5%,-3.2%,-16.4%
Cc1ccc(CN(Cc2ccco2)C(=O)c2ccco2)cc1,-0.9,6.3,2.1%,-4.0%,-12.3%,-0.6%,15.9%
O=C(Nc1cccnc1Cl)c1cccc(F)c1,9.8,5.7,·,-0.5%,·,13.6%,48.9%[activator]
Cc1cc(C)n(CCC(=O)Nc2cccc(F)c2)n1,11.4,0.8,1.6%,8.9%,8.4%,23.0%,?

Random excerpt: three records from the list, in no set order.
Structure,Cycloheximide cs,Shiga toxin inh,TbPYK inhibitor,LmPK inhibitor,AMA1 RON2 block,Pf growth 48h,Pf growth 96h
CCOc1ccc(C2=[N+]([O-])C(C)(C)N(O)C2(C)C)cc1,-3.4,17.9,-3.4%,0.0%,-3.4%,11.1%,2.1%
O=C(COC(=O)c1ccccc1)NC12CC3CC(CC(C3)C1)C2,·,·,1.0%,·,0.3%[11.6 µM],72.3%[activator],33.5%[activator]
Cc1cc(C)n(CCC(=O)Nc2cccc(F)c2)n1,11.4,0.8,1.6%,8.9%,8.4%,23.0%,?

From PubChem
